Screening results from PubChem BioAssay.
NALP3 yeast inh – NALP3 inhibition in yeast; Yeast reconstituted NLRP3/ASC/caspase-1, beta-gal luminescence, 24 h; inhibition, % at 10 µM; 0.39% of 330,000 active; AID 2825;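 active = inhibition of 50% or more; inactive = inhibition below 50%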;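 also: plate controls were induced DMSO wells for no effect and uninduced yeast grown without galactose for full effect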
APOBEC3A inh – human APOBEC3A DNA deaminase inhibition; AID 493011; recombinant A3A, FAM/TAMRA ssDNA deamination fluorescence; inhibition, % at 20 µM; P31941; 0.41% of 330,000 active;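 active = at least 40% inhibition at 20 µM here, with at most 30% in a related deaminase screen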;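 also: plate controls were A3A with DMSO for no effect and wells lacking A3A enzyme for full effect; some results filed as inactive read as strong as hits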
Target sequence (P31941 whole entry, looked up): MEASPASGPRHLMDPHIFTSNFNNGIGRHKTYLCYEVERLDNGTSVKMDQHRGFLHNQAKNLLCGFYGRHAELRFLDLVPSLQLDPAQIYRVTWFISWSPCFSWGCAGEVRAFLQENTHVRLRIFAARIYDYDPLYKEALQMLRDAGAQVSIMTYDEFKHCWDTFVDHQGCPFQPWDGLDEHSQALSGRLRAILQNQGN
hIAP act – increases human intestinal alkaline phosphatase activity; P09923; purified human IAP, CDP-Star luminescence, 30 min; active compounds read high; 1 = vehicle-only enzyme, 0 = enzyme-free background; activation factor at 10 µM; 0.16% of 330,000 active;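 active = activation factor of the enzyme at least 2-fold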; also: the source names both 10 and 20 µM as test concentration; values of inactives mirror those of a sister screen read the other way
Target sequence (P09923 whole entry, looked up): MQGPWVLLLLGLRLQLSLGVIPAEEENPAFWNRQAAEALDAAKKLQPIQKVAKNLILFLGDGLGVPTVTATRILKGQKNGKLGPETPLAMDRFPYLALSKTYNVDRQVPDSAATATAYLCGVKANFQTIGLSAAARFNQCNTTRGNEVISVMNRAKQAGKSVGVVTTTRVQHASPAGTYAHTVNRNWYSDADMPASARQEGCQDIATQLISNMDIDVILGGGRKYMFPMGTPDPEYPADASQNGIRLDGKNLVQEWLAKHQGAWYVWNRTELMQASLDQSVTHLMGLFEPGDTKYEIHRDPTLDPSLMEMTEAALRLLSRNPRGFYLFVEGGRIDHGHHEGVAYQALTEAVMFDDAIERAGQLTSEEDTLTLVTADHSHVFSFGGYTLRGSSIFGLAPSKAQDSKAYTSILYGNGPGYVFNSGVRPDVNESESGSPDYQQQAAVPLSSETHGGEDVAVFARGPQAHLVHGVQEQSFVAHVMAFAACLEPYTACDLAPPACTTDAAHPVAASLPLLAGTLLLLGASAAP
A3G deaminase – APOBEC3G (human) deaminase inhibition. 0.28% of 330,000 active. AID 493012. Q9HC16. recombinant A3G, ssDNA deamination FAM/TAMRA fluorescence. inhibition, % at 20 µM;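 active = inhibition of at least 40% at 20 µM, with no more than 30% in the related APOBEC3A deaminase screen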;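 also: plate controls were DMSO wells with A3G for no effect and wells lacking A3G enzyme for full effect; some compounds called inactive have numbers as strong as hits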
beta cell repl – MIN6 beta-cell proliferation induction | proliferation, % at 10 µM | 0.29% of 330,000 active | MIN6 cells proliferation, ATPlite luminescence, 48 h; cells starved in 0.2% serum; 100% = growth in 10% serum;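 active = compounds whose signal lies at least 3.5 SD above the mean of all wells on their plate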;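 also: 0% = DMSO-treated cells in low-serum medium and 100% = 10% serum control; some compounds called inactive have numbers as strong as hits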
mIAP block – mouse IAP inhibition; purified mouse IAP, CDP-Star luminescence, 30 min; inhibition, % at 10 µM; 0.2% of 330,000 active;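 active = inhibition of at least 40% at 10 µM in the primary screen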;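 also: plate controls were DMSO with enzyme for no effect and no enzyme wells for full effect; values of inactives mirror those of a sister screen read the other way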
mIAP activ – mouse IAP activation; muIAP, CDP-Star luminescence, 30 min; active compounds read high; 1 = vehicle-only enzyme signal, 0 = enzyme-free wells; activation factor at 10 µM; 0.24% of 330,000 active;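 active = activation factor of at least 2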; also: the source names both 10 and 20 µM as test concentration; values of inactives mirror those of a sister screen read the other way
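System: Mouse IAP enzyme | Also added: CDP-Star substrate | Dosing: Compounds dispensed in DMSO | Schedule: 30 min enzyme-substrate-compound incubation at room temperature | Technique: Chemiluminescence readout | Control set: DMSO-only wells and no-enzyme negative control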
SENP1 inh – blocks the human SENP1 SUMO protease catalytic domain | AID 624204 | Q9P0U3 | 0.21% of 360,000 active | inhibition, % at 10 µM | recombinant SENP1 catalytic domain, CyPet-SUMO1-YPet FRET cleavage;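 active = inhibition at least 30% at 10 µM, raw YFP signal under a set limit, fluorescence ratio 0.5 to 1.5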;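 also: 0% = enzyme with DMSO and 100% = no enzyme wells; some results filed as inactive read as strong as hits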
Target sequence (Q9P0U3 419-644 limits assumed): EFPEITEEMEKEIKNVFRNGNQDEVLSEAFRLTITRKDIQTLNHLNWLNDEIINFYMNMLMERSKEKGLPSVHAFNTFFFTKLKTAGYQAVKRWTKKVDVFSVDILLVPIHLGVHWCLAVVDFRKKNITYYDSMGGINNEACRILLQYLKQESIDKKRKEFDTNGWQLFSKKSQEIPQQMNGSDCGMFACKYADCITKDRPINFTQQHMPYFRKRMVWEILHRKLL
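material = recombinant human SENP1 catalytic domain, His6-tagged | quantity = 20 pM enzyme | reagent = 25 nM SUMO1 FRET substrate | compound dosing = 10 µM single point, 0.5% DMSO | timing = 50 min enzyme reaction, room temperature, light-protected | detection = FRET, CFP and YFP emission | control set = no-enzyme low, enzyme-DMSO high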
hIAP inh – blocks human intestinal alkaline phosphatase; P09923; 0.12% of 330,000 active; AID 2544; inhibition, % at 10 µM; purified IAP, CDP-Star luminescence, 30 min;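 active = inhibition reaching a set limit with compound at 10 µM in the primary screen, cut at about 35% in these data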;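 also: plate controls were DMSO wells with enzyme for no effect and no-enzyme buffer wells for full effect; values of inactives mirror those of a sister screen read the other way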
* marks the source's active call; other numbers are inactive results; . = no result given. This is a subset; the hit share may differ from the screen's.

1. Oc1ccc[n+](CC(O)c2ccccc2)c1 (configuration not stated)
2. Cn1c(SCC(=O)Nc2cccc(NC(=O)c3cccs3)c2)nnc1-c1ccncc1
3. CNC[C@H](Cc1ccccc1)NC[C@@H](Cc1cccc2ccccc12)NCCc1ccc(C)cc1
4. O=C(C1=C(O)C(=O)N(CCCn2ccnc2)C1c1ccccc1)c1ccco1 (configuration not stated)
5. Cc1nc2ncnn2c(C)c1CCC(=O)NCCCN1CCN(c2cccc(Cl)c2)CC1
Compound	1	2	3	4	5
NALP3 yeast inh	6	4	23	9	-8
APOBEC3A inh	-3	-1	-1	-1	-2
hIAP act	1	1.4	1.1	1.1	1.2
A3G deaminase	-4	0	-6	-3	-2
beta cell repl	0	-1	-8	3	0
mIAP block	-11	6	0	3	-3
mIAP activ	1.1	0.94	1	0.97	1
SENP1 inh	1	1	-18	1	2
hIAP inh	-2	-42	-11	-5	-22

6. CCOC(=O)C1CCCN(C(=O)c2sc3nc(-c4ccc(OC)cc4)cn3c2C)C1 (configuration not stated)
7. Cc1ccccc1CC(=O)N1CCN(S(=O)(=O)c2cccs2)CC1
8. Nc1ccc(Oc2ncccn2)c(Cl)c1
9. COc1ccc(OC)c(CNc2ncc(-c3ccc(F)cc3)n2C)c1
10. CCCNC(=O)c1ccccc1NS(=O)(=O)c1ccc(OC)c(OC)c1
Compound	6	7	8	9	10
NALP3 yeast inh	10	-5	1	11	5
APOBEC3A inh	-2	-4	-5	-8	-5
hIAP act	1.1	1.1	0.87	1.2	0.91
A3G deaminase	-6	-9	-9	-3	-7
beta cell repl	-2	2	3	-1	-2
mIAP block	9	-2	-4	1	-3
mIAP activ	0.91	1	1	0.99	1
SENP1 inh	-4	-3	3	0	1
hIAP inh	-6	-12	13	-21	9

11. Cc1ccc(S(=O)(=O)N2CCC(C(=O)NCCCOC(C)C)CC2)cc1
12. COC(=O)c1cccc(NC(=O)NC(=O)c2ccccc2Cl)c1
13. CC(C)OC(=O)Cn1cnc2ccc(Br)cc2c1=O
14. CCc1nnc2c(NCCc3ccc(OC)c(OC)c3)nc3ccccc3n12
15. Oc1c(Br)cc(Br)cc1C=Nc1cccc2ncccc12
Compound	11	12	13	14	15
NALP3 yeast inh	-10	-1	8	4	12
APOBEC3A inh	-3	-2	4	0	2
hIAP act	1	1	0.99	0.96	0.87
A3G deaminase	-5	-12	0	-2	8
beta cell repl	-3	-5	1	0	-4
mIAP block	3	-15	21	-1	2
mIAP activ	0.97	1.1	0.79	1	0.98
SENP1 inh	3	1	-1	-4	-38
hIAP inh	-1	-3	1	4	13

16. CCC1(C)Cc2c(C#N)c(N)n(-c3ccccc3)c(=S)c2CO1 (configuration not stated)
17. CN(CC(=O)NCCc1ccc(F)cc1)Cc1ccccc1
18. COc1ccc(-c2csc(N3CCN(Cc4ccc5c(c4)OCO5)CC3)n2)cc1
19. O=C(c1cccs1)N1CCN(C(=O)C(c2ccccc2)c2ccccc2)CC1
20. CCOC(=O)CSc1nnc(-c2ccc([N+](=O)[O-])cc2)o1
Compound	16	17	18	19	20
NALP3 yeast inh	11	17	-6	7	-4
APOBEC3A inh	-3	1	0	-2	-3
hIAP act	1.1	1.1	0.89	0.97	1
A3G deaminase	-5	2	-3	-1	-7
beta cell repl	2	0	-4	0	-2
mIAP block	4	-12	8	-16	6
mIAP activ	0.96	1.1	0.92	1.2	0.94
SENP1 inh	-48	-2	-4	3	-1
hIAP inh	-6	-6	11	3	0

An excerpt from above in order of the mIAP activ value, highest first.
cpd	mol	mIAP activ
7	Cc1ccccc1CC(=O)N1CCN(S(=O)(=O)c2cccs2)CC1	1
9	COc1ccc(OC)c(CNc2ncc(-c3ccc(F)cc3)n2C)c1	0.99
4	O=C(C1=C(O)C(=O)N(CCCn2ccnc2)C1c1ccccc1)c1ccco1 (configuration not stated)	0.97

Carrying on.
21. CC(C)C(c1nnnn1C1CCCC1)N1CCN(c2ccccc2F)CC1 (configuration not stated)
22. Cc1nc2cc(C(F)(F)F)ccc2n1CCNc1nc(-c2ccc(F)cc2)cs1
23. CC(=O)Oc1ccc(-c2ccc(C(=O)Nc3cccc(S(=O)(=O)N4CCOCC4)c3)cc2)cc1
24. CCC(=O)NC(Nc1cc(C)cc(C)n1)(C(F)(F)F)C(F)(F)F
25. O=C(NC(Cc1ccccc1)C(=O)O)/C(=C/c1ccco1)NC(=O)c1cccc([N+](=O)[O-])c1 (configuration not stated)
Compound	21	22	23	24	25
NALP3 yeast inh	14	16	17	13	-2
APOBEC3A inh	1	-6	-1	-3	-3
hIAP act	1	1.1	0.96	0.91	1.2
A3G deaminase	-4	-9	-13	-6	-3
beta cell repl	1	-5	-4	-1	0
mIAP block	-7	-4	14	4	-8
mIAP activ	1.1	1	0.86	0.96	1.1
SENP1 inh	1	-1	-1	0	-4
hIAP inh	-3	-6	4	9	-22

Four structures out of the list, sorted by SMILES length, smallest number first.
8. Nc1ccc(Oc2ncccn2)c(Cl)c1
20. CCOC(=O)CSc1nnc(-c2ccc([N+](=O)[O-])cc2)o1
3. CNC[C@H](Cc1ccccc1)NC[C@@H](Cc1cccc2ccccc12)NCCc1ccc(C)cc1
25. O=C(NC(Cc1ccccc1)C(=O)O)/C(=C/c1ccco1)NC(=O)c1cccc([N+](=O)[O-])c1 (configuration not stated)
Compound	8	20	3	25
NALP3 yeast inh	1	-4	23	-2
APOBEC3A inh	-5	-3	-1	-3
hIAP act	0.87	1	1.1	1.2
A3G deaminase	-9	-7	-6	-3
beta cell repl	3	-2	-8	0
mIAP block	-4	6	0	-8
mIAP activ	1	0.94	1	1.1
SENP1 inh	3	-1	-18	-4
hIAP inh	13	0	-11	-22

Remaining list, next part
26. c1ccc(COC2CCCN(Cc3nc(-c4cccs4)no3)C2)nc1 (configuration not stated)
27. NC(=O)C1CCN(c2nc(-c3ccc(F)cc3)cs2)CC1
28. Cc1ccc(S(=O)(=O)N2CCOCC2)cc1C(=O)NC(C)CCc1ccccc1 (configuration not stated)
29. CCC(CC)c1nnc(NC(=O)c2cccc(S(=O)(=O)N3CCOCC3)c2)s1
30. Cc1ccc(-c2nc(SCC(=O)N(C)c3c(N)n(Cc4ccccc4)c(=O)[nH]c3=O)n[nH]2)cc1
Compound	26	27	28	29	30
NALP3 yeast inh	16	2	5	2	10
APOBEC3A inh	-5	-1	-1	1	2
hIAP act	1	0.99	0.96	0.82	1.2
A3G deaminase	-9	0	-3	0	-4
beta cell repl	-2	-1	0	-2	3
mIAP block	4	-1	4	-1	0
mIAP activ	0.96	1	0.96	1	1
SENP1 inh	-2	3	0	1	1
hIAP inh	-2	0	4	18	-21

Some values from above:
A3G deaminase, `Cc1ccc(S(=O)(=O)N2CCOCC2)cc1C(=O)NC(C)CCc1ccccc1` (configuration not stated) → -3
APOBEC3A inh, `NC(=O)C1CCN(c2nc(-c3ccc(F)cc3)cs2)CC1` → -1

(more compounds)
31. CCCNC(=O)OC[C@H]1O[C@H](CCO/N=C/C[C@@H]2C=C[C@H](OC(C)=O)[C@@H](COC(C)=O)O2)C=C[C@@H]1Oc1ccc(OC)cc1
32. Cc1nn2cc(-c3ccc(N)cc3)nc2s1
33. COc1ccccc1N1CCN(C(=O)c2ccc3[nH]c4c(c3c2)CCCC4)CC1
34. CCO[C@@H]1OC(C(N)=O)=C[C@H](C2CC2)[C@H]1CCCO
35. O=C(Nc1sc(-c2ccccc2)cc1C(=O)O)c1ccccc1
Compound	31	32	33	34	35
NALP3 yeast inh	0	11	26	6	-1
APOBEC3A inh	-1	-5	-2	-4	-7
hIAP act	1	1.1	0.91	0.93	1
A3G deaminase	-4	-7	-6	-11	-7
beta cell repl	1	0	-3	1	-3
mIAP block	-8	2	-7	5	5
mIAP activ	1.1	0.98	1.1	0.95	0.95
SENP1 inh	.	-3	-8	3	-5
hIAP inh	-2	-7	9	7	-1

36. COC(=O)C(Cc1ccccc1)NC(=O)c1cccc(S(=O)(=O)N(C)C)c1 (configuration not stated)
37. Cc1onc(-c2ccccc2)c1C(=O)Nc1ccc(S(=O)(=O)NC2=NCCCCC2)cc1
38. CC1=[N+](C)c2ccc3ccccc3c2C1(C)C
39. O=C1NC2(CCCCC2)N=C1c1ccccc1
40. CCCC(=O)N1c2ccccc2[C@@H](N(C(C)=O)c2ccccc2)C[C@H]1C
Compound	36	37	38	39	40
NALP3 yeast inh	2	2	11	-11	-4
APOBEC3A inh	7	0	6	0	-3
hIAP act	1.1	1.2	1	0.97	0.96
A3G deaminase	-5	-2	14	-2	-3
beta cell repl	-1	4	-6	-1	1
mIAP block	8	5	-2	-2	-7
mIAP activ	0.92	0.95	1	1	1.1
SENP1 inh	-1	1	-43	0	-1
hIAP inh	-6	-22	-4	3	4

41. CCN(CC)CCCNC(=O)c1ccc2c(Cl)c3c(nc2c1)CCCC3
42. C#CCOC(=O)CCCNc1ccc([N+](=O)[O-])cc1[N+](=O)[O-]
43. CCCCNC(=S)NNC(=O)c1csc(C)c1
44. Cc1ccc(S(=O)(=O)CC(=O)Nc2nnc(C)s2)cc1
45. O=c1[nH]c(N2CCOCC2)cc2ccccc12
Compound	41	42	43	44	45
NALP3 yeast inh	7	11	23	14	2
APOBEC3A inh	0	5	-3	-4	-3
hIAP act	0.83	0.93	1.6	0.9	0.91
A3G deaminase	0	3	-2	-12	0
beta cell repl	-5	-3	-2	-5	-3
mIAP block	1	8	14	2	-2
mIAP activ	0.99	0.92	0.86	0.98	1
SENP1 inh	1	1	0	0	-59
hIAP inh	17	7	-64	10	9

46. COc1ccccc1NS(=O)(=O)c1cccc(NC(=O)Nc2cccc(Cl)c2)c1
47. Cc1ccc(S(=O)(=O)N2CCCCC2)cc1NC(=O)C1CC1
48. COC(=O)c1ccc(Oc2nc(Nc3ccc(F)cc3)nc(N3CCCC3)n2)cc1
49. CCCCNS(=O)(=O)c1cccc(S(=O)(=O)N2CCCC2)c1
50. COc1ccccc1-c1nnn(C/C(N)=N/O)n1
Compound	46	47	48	49	50
NALP3 yeast inh	11	-12	6	-2	1
APOBEC3A inh	-3	0	-14	-6	2
hIAP act	1.1	1.1	1.1	1	1.1
A3G deaminase	-1	-7	-5	-6	2
beta cell repl	-4	3	-3	-1	-2
mIAP block	-124	-5	8	-17	8
mIAP activ	2.2*	1	0.92	1.2	0.92
SENP1 inh	2	-1	2	0	1
hIAP inh	-6	-5	-6	-2	-13

51. Cc1c(C)n(C(=O)CN2CCN(c3ccccn3)CC2)c2ccccc12
52. CC(=O)N=c1sc2nc3ccccc3nc2n1N(C(C)=O)C(C)=O
53. O=C(COC(=O)c1ccc([N+](=O)[O-])cc1Cl)Nc1cccnc1Cl
54. COc1ccc(S(=O)(=O)N2CCCCC2)cc1NS(=O)(=O)c1ccccc1F
55. O=C(NN=C1CCN(Cc2ccccc2)CC1)C(O)c1ccccc1 (configuration not stated)
Compound	51	52	53	54	55
NALP3 yeast inh	28	12	7	-5	1
APOBEC3A inh	-4	-3	2	1	6
hIAP act	1.2	0.96	0.89	1.1	0.97
A3G deaminase	-8	-8	-2	0	1
beta cell repl	-1	2	-1	-1	1
mIAP block	-2	11	1	0	14
mIAP activ	1	0.89	0.99	1	0.86
SENP1 inh	-9	-27	1	4	-2
hIAP inh	-23	4	11	-10	3
